High-throughput results as filed in PubChem.
12-LOX inh – inhibitors of human 12S-lipoxygenase ALOX12; purified 12hLO, xylenol orange hydroperoxide absorbance; 1.1% of 580,000 active; Potency, µM (titrated, usually from 108 µM), for inactives: at the highest dose activity change, negative = inhibition, actives largely listed as inhibitors; P18054; active = well fitted inhibition curve with a large enough effect; inconclusive = small, poorly fitted or top-dose-only effect, or another doubt; inactive = no such curve, though single readings can be large or run the other way
Target sequence (P18054 whole entry, looked up): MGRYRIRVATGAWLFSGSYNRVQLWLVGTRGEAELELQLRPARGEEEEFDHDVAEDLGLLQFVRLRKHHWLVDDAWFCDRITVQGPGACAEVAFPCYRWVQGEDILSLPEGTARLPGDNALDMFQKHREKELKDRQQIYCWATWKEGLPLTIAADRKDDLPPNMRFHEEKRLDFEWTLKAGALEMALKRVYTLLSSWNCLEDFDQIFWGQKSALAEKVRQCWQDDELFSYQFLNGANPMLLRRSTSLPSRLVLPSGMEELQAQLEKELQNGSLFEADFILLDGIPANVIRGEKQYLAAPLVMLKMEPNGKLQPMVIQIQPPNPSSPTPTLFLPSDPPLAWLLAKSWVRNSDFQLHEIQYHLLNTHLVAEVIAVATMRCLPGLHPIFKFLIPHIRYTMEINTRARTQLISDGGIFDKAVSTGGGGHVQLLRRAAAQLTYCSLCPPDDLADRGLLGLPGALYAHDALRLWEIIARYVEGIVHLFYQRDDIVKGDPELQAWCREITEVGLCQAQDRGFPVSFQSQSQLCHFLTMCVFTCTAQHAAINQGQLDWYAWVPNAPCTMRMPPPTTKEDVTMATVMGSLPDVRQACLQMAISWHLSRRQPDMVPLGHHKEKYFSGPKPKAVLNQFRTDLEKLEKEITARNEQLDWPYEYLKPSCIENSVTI
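Purified human 12hLO (150 nM final) in 25 mM Hepes, 0.01% Triton X-100, pH 7.0 was preincubated 15 min at room temperature with compound. Then 40 uM arachidonic acid was added, 30 min. Hydroperoxide was read by Fe-XO absorbance ratio 573/405 nm.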
Active calls of the source: *; u = inconclusive; [ ] = remark or other dose. % is scaled to controls: 0 for no effect and ±100 for the full control effect; potency is read from the fitted curve at half-maximal effect. Some of the compounds tested, so the mix of outcomes need not match the whole.

SMILES | 12-LOX inh
CNC(=O)NC(=O)CCN1CCOC(c2ccc(Br)cc2)C1 (stereo not given) | 14%
Cc1cc(C[C@@H]2COC[C@@H]2NC(=O)CCn2cnc3ccccc32)on1 | -2%
C[C@]1(CO)[C@H]2Cc3sc(NC(=O)c4ccco4)nc3[C@@H](CC(=O)N3CCC(C(N)=O)CC3)[C@]2(C)CC[C@H]1O | 6%
Cn1c(C(=O)NCC2CC2)nc2nc(-c3ccccc3)c(Cl)cc21 | -16%[176 µM]
Cc1nn(C)c(=O)c(-c2nc(-c3ccc(N(C)S(C)(=O)=O)cc3)cs2)c1C | 8%
CC(C)(C)c1ccc(C(=O)NCc2nnc(SCC(=O)N3CCCC3)o2)cc1 | 1%
CCOc1ccc(CN2C[C@@H](COC)[C@H](C(=O)N(C)C)C2)cc1OC | 33%[activator]
COC(=O)[C@@H](Cc1cccnc1)NC(=O)[C@H]1CN(S(=O)(=O)c2ccccc2)CCN1C(=O)c1cccs1 | 32%
O=C(NC1CCCCC1)[C@@H]1C[C@@H](O)CN1C1CCN(C(=O)c2cccc3nccnc23)CC1 | 13%
COc1cc2c(cc1OC)C(C[C@H]1CN(C(=O)c3ccccc3)CC[C@H]1CC(=O)O)=NCC2 | u
CC(C)(N)C(=O)N[C@H](COCc1ccccc1)C(=O)N1CCC2(CC1)CN(S(C)(=O)=O)c1ccccc12 | 6%[57.4 µM]
CC(C)N1CCN(C(=O)c2cnn(-c3nccc(-c4ccc5c(c4)OCO5)n3)c2-c2ccco2)CC1 | -3%
Cc1cc2oc(=O)cc(CSc3nnnn3C3CC3)c2cc1C(C)C | u
O=S1(=O)C[C@H](N2CCN(c3ncccn3)CC2)[C@@H](S(=O)(=O)c2ccc(F)cc2)C1 | -20%
CCSc1nnc(C(C)NC(=O)c2ccc(OC)cc2)n1C (stereo not given) | 14%
CCc1ccc(S(=O)(=O)N2c3ccccc3CC2c2nnc(C3CCOCC3)o2)cc1 (stereo not given) | 13%
OCC1(CCc2ccccc2)CCNCC1 | 29%
CCOc1ccc(NC(=O)CC2CCOCC2)cc1 | 28%
Nc1ccc(-c2cc(C(=O)O)c3cc(Cl)ccc3n2)cc1 | -28%
O=C(CN1CCN(Cc2cnc(-c3ccccn3)nc2)CC1)N1CCCC1 | 74%
O=C(Nc1ccccc1)N[C@H]1CO[C@H]2[C@@H]1OC[C@@H]2Nc1nccc(-c2cccs2)n1 | 49%[activator][176 µM]
COc1ccc([C@H]2C[C@@H](n3cc(C4CC4)nn3)[C@H](O)CN2C(=O)c2cccs2)cc1 | -7%
CC(C)(C)C(=O)Nc1ccc(-c2csc(N)n2)cc1 | -4%
COc1ccc(NC(=O)c2cc(C3CCCCN3C(=O)c3cc(F)ccc3C)on2)c(C)c1 (stereo not given) | 13%
Cn1nc(C(=O)Nc2cccc3cnccc23)c2ccccc2c1=O | -27%
COc1ccc(NC(=O)C2(C)CCCc3cnc(Nc4ccccc4)nc32)cn1 (stereo not given) | 33%[176 µM]
Cn1cnc(C(=O)N[C@@H]2CN(c3ncccn3)C[C@H]2CO)c1 | 76%[activator]
O=C(NCc1ccccc1S(=O)(=O)N1CCOCC1)c1ccc(OC(F)F)cc1 | 1%
NC1CC(c2cc(N3CCN(c4cnccn4)CC3)nc(C3CC3)n2)C1 (stereo not given) | 25%
c1ccc(-c2ccc3ncc(Nc4ncccn4)n3n2)cc1 | 8%[176 µM]
CCC1CCCCN1C(=O)COC(=O)c1cccc2c(=O)c(C)c(-c3ccccc3)oc12 (stereo not given) | 92%
CC1(C)CC(NC(=O)c2cc(C3CC3)nc3ccccc23)CC(C)(C)N1 | -49%
COCCOC1CCN(C(=O)Cc2c[nH]c3ccccc23)CC1 | 39%[activator]
Cc1ccc(C2=NC(C)(C)N=C2SCC(=O)Nc2ccc(F)c(Cl)c2)cc1 | u
Cc1nn(C)c2ncc(NC(=O)CCc3ncc(-c4ccc(F)cc4F)o3)cc12 | 3%
Cc1ccc(C)c(C(=O)Nc2ccc3[nH]c(C)cc3c2)c1 | -4%
CN(C)C(=O)C1CN(C(=O)Cc2ccccc2Cl)CC12CCOCC2 (stereo not given) | 47%[activator]
Cc1ccc(-n2nc3n(c2=O)CCN([S+](C)(=O)[O-])C3)cc1 | 30%[activator][176 µM]
O=C(NC1CCC(O)CC1)c1ccc2c(c1)-c1ccccc1C2 (stereo not given) | -38%
O=C(NC(C1CC1)C1CC1)c1cc(Cl)nc(Cl)c1 | -11%
CCOc1cccc(CN2CC[C@H](CNC(=O)NC)[C@H](N(C)C)C2)c1 | 41%[activator]
COc1ccc(CNC2(Cc3cc(CN(C)Cc4ccccc4)on3)COC2)c(O)c1 | 9%[176 µM]
COc1ccc([C@H](C)NC(=O)c2c(C)noc2-c2ccc(OC(F)(F)F)cc2)cc1 | 15%
Cc1ccccc1CCNC(=O)c1[nH]c2ccccc2c1Cl | -6%
C[S+](=O)([O-])N1Cc2ccccc2CC2(CCCN2CC2CCCCC2)C1 (stereo not given) | 7%[6.33 µM]
COC[C@H]1CCCN1c1ccc2c(c1)O[C@H](COCc1ccccc1)CN([C@H](C)c1ccccc1)S2(=O)=O | 10%
COc1cc2c(cc1OC)C(C[C@H]1CN(C(=O)c3cccnc3)CC[C@H]1CC(=O)O)=NCC2 | 4%
CN(C)c1cccc(C(=O)N2CCC3(CC2)NC(=O)N(Cc2ccc(F)cc2)C3=O)c1 | 19%
CCOC(=O)c1ccc(N2C(=O)[C@@H]3C(Cc4ccc(O)cc4)NC4(C(=O)Nc5ccc(F)cc54)[C@@H]3C2=O)cc1 (stereo not given in full) | u
COc1ccccc1-c1nc(-c2nnn3c2COC(c2ccc(Cl)cc2)C3)no1 (stereo not given) | 6%
CCOc1cc2cc(C(=O)c3ccccc3O)cnc2cc1OCC | u
CN(C)Cc1ccc(-c2cc3c(ccn3Cc3cccnc3)c(C3=CCOCC3)n2)cc1 | -5%[176 µM]
COc1ccccc1C(=O)NC1CCN(c2nnc3ccccn23)CC1 | 59%[activator]
Cc1ccc2[nH]c(=O)c(CCC(=O)N(C)Cc3cn(C)nc3C)cc2c1 | 25%
COCCNC(=O)COC(=O)c1cc(-c2ccc(-c3ccccc3)cc2)nc2ccccc12 | 15%
CN(CCOc1ccc(Cl)cc1)Cc1cc(=O)oc2cc(O)c(Cl)cc12 | u
CCCC(=O)Oc1ccc2c(=O)c(Oc3ccccc3Br)c(C(F)(F)F)oc2c1 | u
Cc1c(C(=O)Nc2cc(F)ccc2F)sc2nc(-c3ccccc3)cn12 | -43%
Cc1ccc(S(=O)(=O)N2CCC(=O)N([C@H](COCc3ccccc3)C(C)C)CC2)cc1 | u
O=C(OCc1cn([C@@H]2C[C@H](c3ccccc3)N(C(=O)C3CCCCC3)C[C@H]2O)nn1)c1ccccc1 | u

The closing seven records of the section before are carried over, then new ones follow:
SMILES | 12-LOX inh
Cc1ccc2[nH]c(=O)c(CCC(=O)N(C)Cc3cn(C)nc3C)cc2c1 | 25%
COCCNC(=O)COC(=O)c1cc(-c2ccc(-c3ccccc3)cc2)nc2ccccc12 | 15%
CN(CCOc1ccc(Cl)cc1)Cc1cc(=O)oc2cc(O)c(Cl)cc12 | u
CCCC(=O)Oc1ccc2c(=O)c(Oc3ccccc3Br)c(C(F)(F)F)oc2c1 | u
Cc1c(C(=O)Nc2cc(F)ccc2F)sc2nc(-c3ccccc3)cn12 | -43%
Cc1ccc(S(=O)(=O)N2CCC(=O)N([C@H](COCc3ccccc3)C(C)C)CC2)cc1 | u
O=C(OCc1cn([C@@H]2C[C@H](c3ccccc3)N(C(=O)C3CCCCC3)C[C@H]2O)nn1)c1ccccc1 | u
Cc1ccc(OCC(=O)Nc2ccc(S(=O)(=O)Nc3nccs3)cc2)cc1 | -4%
COC(=O)c1ccccc1NC(=O)CN(c1ccc(OC)cc1OC)S(C)(=O)=O | -30%
CC(C)NC(=O)c1cc(-c2ccc(F)cc2OC(C)C)n[nH]1 | -7%
O=C1NCc2ccccc2CC12CCCN(CCCc1ccccc1)C2 (stereo not given) | u
CC(C)CCNC(=O)N1CCC(Oc2ncccc2C(=O)N2CCCCC2)C1 (stereo not given) | 26%
COc1ccc(NC(=O)c2ccc3c(c2)OCCN(C2CCC2)C3)cn1 | -18%[176 µM]
Cc1cc(OCC(=O)Nc2nc3ccccc3[nH]2)c2c(C)cc(=O)oc2c1 | -1%
COc1ccc2c(c1)OC(C)CN(CCNC(=O)c1cccc(N3CCNC3=O)c1)C2 (stereo not given) | 12%
O=[N+]([O-])c1ccccc1/C=N/NS(=O)(=O)c1ccccc1 | u
O=C(N[C@@H]1CN(C2CCC2)C[C@H]1CO)c1cnccn1 | 132%[activator]
CCCCn1nc(C(=O)N2CCN(c3ccccc3)CC2)c2ccccc2c1=O | -2%
Cc1c(C(=O)Nc2ccc(S(=O)(=O)N(C)C)cc2)oc2c(Cl)cccc12 | -22%
COC(=O)CCc1sc(Nc2ccc(F)c(F)c2F)nc1-c1ccc(OC)cc1 | -31%
CC(C)C[C@@H](NC(=O)OC(C)(C)C)C(=O)O | 1%
C=CCN(CC=C)Cc1cc(=O)oc2cc(C)cc(C)c12 | u
COC(=O)CNC(=O)NCCc1ncc(C)n1C1CCCCCC1 | 72%[activator]
CC1CC(C)CN(C(=O)C(C)Cl)C1 (stereo not given) | -25%
Cc1ccc(S(=O)(=O)N2CCCN(C(=O)C3CC(=O)Nc4cc(F)ccc43)CC2)cc1 (stereo not given) | 5%
O=C(CCN1CCn2nc(CO)cc2C1)Nc1nnc(C2CC2)s1 | 3%
CN1CCN(c2ccc3c(c2)OC[C@@H](Cc2ccccc2)NS3(=O)=O)CC1 | 3%
C=Cc1ccc(Cn2c(C)c(C(=O)NCc3ccccc3C(F)(F)F)sc2=O)cc1 | -12%
CC(=O)c1sc(-c2cccc(F)c2)nc1C | u
CCn1nccc1C(=O)N1C[C@@H]2CCCN3CCC[C@@H]([C@H]23)[C@H]1CCCC(=O)N1CCOCC1 | 27%
COc1ccc(OC)c(NC(=O)CN(c2cccc(C)c2C)S(C)(=O)=O)c1 | 81%[activator]
O=C(c1cc2ccccc2[nH]1)N1CCC2(CC1)CN(c1ncccn1)CC2CO (stereo not given) | 18%
COCCCNC(=O)CN(C)C(=O)c1ccc(C(=O)OC)cc1 | 7%
CCCn1nc(C(=O)Nc2nccs2)c2ccccc2c1=O | 9%
COC(=O)CC[C@H]1CNC(=O)[C@@H]2[C@@H](CCN2Cc2ccc(C(F)(F)F)cc2)N1C | 1%[176 µM]
C=C(C)COc1ccc2c(C)c(CCC(=O)Nc3nccs3)c(=O)oc2c1 | 10%
CN[C@H]1C[C@H]2c3cc(-c4ccccc4C)ccc3CCN2C[C@H]1[C@H](C)O | 26%
Cc1noc(Cn2cc(S(=O)(=O)N(C)C)ccc2=O)n1 | 25%
COc1cccc2c1OC1(CCN(C(C)=O)CC1)N1N=C(c3ccccc3)CC21 (stereo not given) | 50%[activator]
COc1ccc(C2Cn3nnc(-c4nc(-c5ccc(F)c(F)c5)no4)c3CO2)cc1 (stereo not given) | 47%[activator]
CC(C(=O)N1CCC(C(=O)N2CCCCCCNC(=O)CC2)CC1)c1ccccc1 (stereo not given) | 29%
O=S(=O)(Nc1nc2ccccc2nc1N1CCCCCC1)c1ccc2c(c1)OCCO2 | u
c1cncc(CN2CCc3c(sc4ncnc(N5CCOCC5)c34)C2)c1 | 311%[activator]
COc1ccc(C(=O)N2CCC[C@H]2c2nc(-c3ccc(OC)c(OC)c3)no2)c(C)c1 | 12%
COc1ccc(N2CC(C)(C)C[C@H]2/C=C/C(=O)OC(C)(C)C)cc1 | u
Cc1ccc(N2Cc3c(NC4CCCC4)ncnc3N(C)CC2=O)cc1 | 16%
C[C@@H]1CN([C@H](C)CO)S(=O)(=O)c2ccc(Br)cc2O[C@H]1CN(C)C(=O)C1CC1 | 10%
CN1CCC(NC[C@H]2COCc3nc4cccnc4n32)CC1 | 20%[176 µM]
Nc1nccnc1C(=O)NCCc1ccc(F)cc1 | -33%
CN1CCCN(S(=O)(=O)c2ccc(Cl)s2)c2ccccc21 | u
COCCOC1CN(C2CCN(Cc3ccc(F)c(F)c3)CC2)C12CCCCC2 (stereo not given) | 0%
CCCC(=O)Oc1ccc2c(=O)c(Oc3cc(C)cc(C)c3)c(C(F)(F)F)oc2c1 | -15%

As a working copy, 6 of the compounds above.
SMILES | 12-LOX inh
CC(C(=O)N1CCC(C(=O)N2CCCCCCNC(=O)CC2)CC1)c1ccccc1 (stereo not given) | 29%
O=S(=O)(Nc1nc2ccccc2nc1N1CCCCCC1)c1ccc2c(c1)OCCO2 | u
c1cncc(CN2CCc3c(sc4ncnc(N5CCOCC5)c34)C2)c1 | 311%[activator]
COc1ccc(C(=O)N2CCC[C@H]2c2nc(-c3ccc(OC)c(OC)c3)no2)c(C)c1 | 12%
COc1ccc(N2CC(C)(C)C[C@H]2/C=C/C(=O)OC(C)(C)C)cc1 | u
Cc1ccc(N2Cc3c(NC4CCCC4)ncnc3N(C)CC2=O)cc1 | 16%

Next part:
SMILES | 12-LOX inh
COCC(=O)N1CCc2nc(N(C)CCc3ccncc3)[nH]c(=O)c2CC1 | 50%[activator]
CCCC(C)NC(=O)CN(c1cccc(OC)c1)S(C)(=O)=O (stereo not given) | 24%
CN1CCC(NC(=O)C2(C)CN(C)Cc3ccc(Nc4ccccc4)nc32)CC1 (stereo not given) | -24%[176 µM]
CC(=O)Nc1cccc(-c2nc3ccccc3n2C(C)C(=O)NC(C)(C)C)c1 (stereo not given) | -1%
CCN(CC)C(=O)CC[C@@H]1CNC(=O)[C@@H]2C[C@H](N)CN12 | 127%[activator][176 µM]
Cc1cc(=O)n(CC(=O)Nc2ccc(Br)cc2)c(N2CCC(C)CC2)n1 | -3%
CCc1noc(-c2ccn3c(CNC(=O)c4ccccn4)nnc3c2)n1 | 81%[activator]
CC1=C(C(=O)N(C)C)CC(CC(=O)NCc2cccs2)C(=O)N1CCCN1CCCC1=O (stereo not given) | 11%
O=C1CCN(S(=O)(=O)c2ccccc2)CCCN(C(=O)Nc2ccccc2F)CCN1 | 15%
